Compound activity deposited in PubChem BioAssay by National Center for Advancing Translational Sciences (NCATS).
ATXN2 expr inh = Primary qHTS for Inhibitors of ATXN expression; Potency, µM (series often up to 57 µM), for inactives: at the highest dose activity change, negative = inhibition, most hits filed as inhibitors; HEK-293 ATXN2-luciferase reporter, luminescence, 24 h; 0.72% of 360,000 active; note: potency is the fitted concentration of half-maximal effect; % is set by controls: 0 for no effect and ±100 for the full control effect; nearly all actives have a fitted effect of over 55% in size
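qHTS (up to 57 uM final) was run with 24 h compound exposure of reporter cells at 37 °C. Each well was multiplexed: SteadyGlo luminescence measured ATXN2-luciferase expression after a fluorogenic Gly-Phe-AFC viability readout (25 uM final).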
HepG2 tox = qHTS for Inhibitors of TGF-b: Cytotox Counterscreen. HepG2 CAGA-GFP viability, ATP luminescence, 18 h. Potency, µM (series often up to 46.1 µM), for the others: top-dose activity change, negative = cytotoxicity, usual class: cytotoxic. 0.76% of 410,000 active; note: potency is the fitted concentration of half-maximal effect; some results filed as inactive show a strong effect at the top dose
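HepG2 CAGA-GFP cells (1000/well, DMEM with 1% FBS) received compound, then TGF-beta at 500 pg/mL final, and were incubated 18 hours at 37 degrees C. Viability was read by CellTiter-Glo luminescence. Media-only wells were set as complete cell-killing and DMSO as no toxicity.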
Nrf2 block = Nrf2 qHTS screen for inhibitors. A549 ARE-Fluc reporter, luciferase luminescence, 18-24 h. Potency, µM (highest dose often 46 µM), inactives show top-dose activity change, negative = inhibition, actives largely listed as inhibitors. 2.1% of 360,000 active; note: potency is the fitted concentration of half-maximal effect; % is set by controls: 0 for no effect and ±100 for the full control effect; nearly all actives have a fitted effect of over 60% in size
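Cells were seeded and rested 2 h, then exposed to compounds for 18-24 h. CellTiter-Fluor was read first as a viability measure. BugLite was added 15 min before the final luminescent read of ARE-luciferase activity in A549 cells.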
TGFb SMAD3 inh = qHTS for Inhibitors of TGF-b. HepG2 CAGA-GFP TGF-b/SMAD3 reporter, GFP fluorescence, 18 h; TGF-beta stimulated, 500 pg/mL final. Potency, µM (top dose mostly 46.1 µM), for inactives: top-dose activity, negative = inhibition, usual class: inhibitors. 1.2% of 410,000 active; note: potency is the fitted concentration of half-maximal effect; % is set by controls: 0 for no effect and ±100 for the full control effect; nearly all actives have a fitted effect of over 65% in size
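Smad-responsive CAGA-GFP expression was quantified in HEPG2 cells exposed to compounds and 500 pg/mL final TGF-beta for 18 h at 37 degrees C; unstimulated wells defined full inhibition.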
A549 viability = Nrf2 qHTS screen for inhibitors: counterscreen for cytotoxicity | A549 ARE-Fluc cells, CellTiter-Fluor viability, 18-24 h | Potency, µM (top dose mostly 46 µM), inactives show top-dose activity change, negative = cytotoxicity, most hits filed as inhibitors | 0.16% of 390,000 active; note: potency is the fitted concentration of half-maximal effect; % is set by controls: 0 for no effect and ±100 for the full control effect
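A549 ARE_Fluc cells in 5% FBS OPTI-MEM were exposed to compounds in concentration-response for 18-24 h at 37 deg C. Viability was read by CellTiter-Fluor fluorescence (Ex 405/Em 525) after 30 min, before the luciferase read.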
EPAC2 agonist = qHTS for Agonist of cAMP-regulated guanine nucleotide exchange factor 4 (EPAC2): primary screen. EPAC2 activation, biochemical qHTS; response scale: 100% = 6.5 mM cAMP response. Potency, µM (highest dose often 154 µM), for inactives: top-dose activation, hits mostly activators. AID 720711, 2013. 0.079% of 360,000 active; note: potency is the fitted concentration of half-maximal effect; nearly all actives have a fitted effect of over 50% in size
Target sequence (Q8WZA2 whole entry, looked up): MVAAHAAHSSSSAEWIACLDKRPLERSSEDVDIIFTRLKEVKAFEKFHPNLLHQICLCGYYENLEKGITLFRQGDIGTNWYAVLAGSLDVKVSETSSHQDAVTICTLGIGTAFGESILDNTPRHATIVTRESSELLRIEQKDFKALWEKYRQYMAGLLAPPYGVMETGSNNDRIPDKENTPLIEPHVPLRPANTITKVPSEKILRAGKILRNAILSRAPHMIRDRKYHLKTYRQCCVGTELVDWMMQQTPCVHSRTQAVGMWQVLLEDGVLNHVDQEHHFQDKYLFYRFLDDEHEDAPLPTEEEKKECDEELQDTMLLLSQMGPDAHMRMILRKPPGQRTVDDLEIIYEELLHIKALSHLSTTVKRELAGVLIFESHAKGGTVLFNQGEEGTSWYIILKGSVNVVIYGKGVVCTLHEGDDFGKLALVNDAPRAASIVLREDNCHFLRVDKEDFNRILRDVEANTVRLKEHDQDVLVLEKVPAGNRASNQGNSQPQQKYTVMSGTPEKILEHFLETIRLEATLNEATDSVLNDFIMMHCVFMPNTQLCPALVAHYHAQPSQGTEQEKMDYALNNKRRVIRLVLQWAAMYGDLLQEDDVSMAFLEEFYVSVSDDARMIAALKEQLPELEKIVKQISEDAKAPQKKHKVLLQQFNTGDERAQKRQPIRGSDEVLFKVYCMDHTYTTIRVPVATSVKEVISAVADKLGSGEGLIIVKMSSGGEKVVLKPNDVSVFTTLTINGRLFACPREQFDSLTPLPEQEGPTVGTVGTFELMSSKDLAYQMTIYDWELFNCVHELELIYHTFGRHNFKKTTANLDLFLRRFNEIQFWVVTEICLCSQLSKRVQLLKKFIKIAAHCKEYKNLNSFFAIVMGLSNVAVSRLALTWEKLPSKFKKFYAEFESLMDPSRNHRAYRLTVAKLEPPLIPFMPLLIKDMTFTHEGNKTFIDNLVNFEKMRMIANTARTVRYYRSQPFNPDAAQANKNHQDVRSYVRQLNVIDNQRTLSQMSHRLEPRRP
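In this primary screen, activation is scored as increased exchange of BODIPY-GDP from Rap1B by 100 nM EPAC2, with 50 uM GDP as competitor. Signal is normalized to the 6.5 mM cAMP agonist control.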
IL-2 act = qHTS of IL-2 Activators; IL-2 activation reporter assay, cell-based qHTS; stimulated with anti-CD3/CD4/CD28 beads; in transgenic mouse T cells; activation, % (series mostly up to about 46 µM); 0.065% of 360,000 active; AID 652025, 2013; in the data active = activation above about 50%; inconclusive = mostly about 30% to 49%; note: 0% is about no effect
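First, unstimulated transgenic mouse T cells were exposed to compound for 60 min. Next, anti-CD3/anti-CD4-coated beads with anti-CD28 were added. Finally, after 18 h at 37 degrees C, EGFP and DsRed were imaged.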
Nrf2 activator = qHTS of Nrf2 Activators. AREc32 ARE-luciferase reporter (MCF7-derived line), luminescence, 24 h. 0.31% of 410,000 active. Potency, µM (series often up to 46.1 µM), for the others: at the top dose activation, actives largely listed as activators. AID 624171, 2012; note: potency is the fitted concentration of half-maximal effect; % of control where 0% means no effect; nearly all actives have a fitted effect of over 65% in size
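Quantitative high-throughput format: AREc32 reporter cells, 1000 per well, received compound by pin transfer and were incubated 24 hr at 37 deg C, 5% CO2, before Steady-Glo luminescence detection.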
S2 tox = Viability Counterscreen for Primary qHTS for Inhibitors of ATXN expression; S2 cells (HEK-293 line with an ATXN2-luciferase reporter) viability, CellTiter-Fluor protease fluorescence, 24 h; Potency, µM (titrated, usually from 56.7 µM), actives largely listed as cytotoxic; 0.49% of 400,000 active; note: potency is the fitted concentration of half-maximal effect; nearly all actives have a fitted effect of over 40% in size
The depositor's hits bear a star; i = inactive; ? = inconclusive; . = not tested or not shown; & = joins results of further samples; [ ] = remark or other dose. Unless noted, calls come from the whole dose curve; as a rule, active = well fitted curve in the direction sought with a large enough effect; inconclusive = small, poorly fitted or top-dose-only effect, or another doubt; inactive = no such curve, though single readings can be large; an effect the other way counts as inactive or inconclusive.

SMILES	ATXN2 expr inh	HepG2 tox	Nrf2 block	TGFb SMAD3 inh	A549 viability	EPAC2 agonist	IL-2 act	Nrf2 activator	S2 tox
O=C(c1[nH]c(C(F)(F)F)nc1-c1ccccc1)N1CCN(C/C=C/c2ccccc2)CC1	7%	-4%	.	-5%	.	5%	-0.6	-0.5%	i
CN1C(=O)c2ccc(C(=O)Nc3cccnc3)cc2C1=O	-4%	2%	5%	-3%	-1%	1%	-3.3	-0.4%	i
COc1cc2c(=O)n(Cc3ccccc3)c(=O)n(CC(=O)Nc3cc(C(F)(F)F)ccc3Cl)c2cc1OC	2%	5%	?	0%	3%	.	.	-0.2%	i
COCC(C)n1c(C)cc(C(=O)COC(=O)c2nn(C)c(=O)c3ccccc23)c1C (stereo not drawn)	33%[activator]	2%	-19%	-7%	0%	4%	0.8	2.7%	i
CCN(CC)S(=O)(=O)c1ccc(N)cc1	-7%	-15%	-1%	-6%	-8%	3%	-0.6	-0.3%	i
CCCn1cnc2cc(NC(=O)c3cccs3)ccc21	12%	-8%	22%	-2%	-5%	-12%	-1.6	-0.3%	i
C[C@]12CCC(=O)C=C1C=C[C@@H]1[C@@H]2CC[C@@]2(C)[C@H]1CC[C@@]21CCC(=O)O1	-12%&-19%	-31%	-10%	-3%	3%	13%	-1.3	2.9%	i
CC(C)(C)[C@H]1CCC(=O)N([C@H](CSc2ccc(Br)cc2)Cc2ccccc2)CC1	-3%	-45%&57%	-3%	36%[activator]	0%	1%	-3.0	-0.2%	i
O=C(NCc1ccco1)C(=O)NCc1ccccc1Cl	7%	2%	?	19%	3%	-5%	-1.2	5.8%	i
Cc1ccc(N/C=C/C(=O)c2ccccc2)cc1C	45%[activator]	10%	?	-2%	-9%	5%	0.3	?	?
O=C(Nc1ccnn1C1CCN(Cc2cccc(OCCO)c2)CC1)c1cccc(F)c1	-3%	-3%	1%	1%	-5%	6%	-1.5	-0.4%	?
O=C(Cc1ccc(NC(=O)C2CCCN(C(=O)CCc3ccccc3)C2)cc1)Nc1cccc(C(=O)N2CCCC2)c1 (stereo not drawn)	-26%	-14%	?	-15%	1%	8%	-0.5	4.1%	i
CC(=O)Nc1sc(C)c(C)c1C(=O)OCC(=O)Nc1ccccc1C(F)(F)F	.	5%	.	12%	.	-2%	-1.5	0.3%	i
O=C(Nc1cccc(Cl)c1Cl)c1csc([C@H]2C[C@H](O)[C@@H](CO)O2)n1	49%[activator]	-11%	.	24%	.	8%	-0.5	-0.3%	i
CN(C)c1nc(-c2cccnc2)nc(-c2ccc(Cl)cc2)c1C#N	-17%	0%	?	3%	-13%	3%	2.1	-0.8%	?
N#Cc1nc(-c2ccccc2)oc1NCCN1CCCCC1	-35%	-11%	-4%	-4%	9%	3%	-3.1	-0.2%	i
CCOC(=O)c1sc2nc(C)nc(Nc3ccccc3)c2c1C	-17%	-2%	1%	10%	-7%	-2%	0.1	12%	i
COc1ccc(NC(=S)N2CCCC(c3nc4ccc(C)cc4[nH]3)C2)c(OC)c1 (stereo not drawn)	.	-2%	5%	-21%	-10%	6%	1.1	-0.4%	i
COc1ccc(NS(=O)(=O)c2ccc(O)c(C(=O)OCC(=O)N3CC(C)OC(C)C3)c2)cc1 (stereo not drawn)	0%	18%	.	-3%	-4%	11%	1.1	-0.4%	i
CC(=O)N1CCN(CC(=O)Nc2cc(S(=O)(=O)N3CCCCC3)ccc2C)CC1	4%	-3%	-4%	2%	-4%	0%	0.8	-0.8%	i
O=C(CCCl)Nc1nc2c(s1)CCc1ccccc1-2	?	10µM*	-13%	?	-3%	17%	0.1	?	?
Nc1cccc(C(=O)Nc2ccco2)c1	-3%	-13%	9%	?	-7%	7%	-3.1	0.2%	i
O=C(NC1=CC(=O)c2ccccc2C1=O)c1ccccc1	7.9µM*	16µM*	-4%	10µM*	-15%	20%	-0.4	-2.3%	7.1µM*
COc1cccc2c(C)c(C(=O)O)[nH]c12	-17%	0%	21µM*	-21%	-7%	6%	-2.9	0.3%	i
CNC(=O)Nc1ccc(S(N)(=O)=O)cc1	3%	20%	-2%	-2%	0%	6%	0.7	-1.1%	i

The last 4 entries of the part before are carried over, then new ones follow:
SMILES	ATXN2 expr inh	HepG2 tox	Nrf2 block	TGFb SMAD3 inh	A549 viability	EPAC2 agonist	IL-2 act	Nrf2 activator	S2 tox
Nc1cccc(C(=O)Nc2ccco2)c1	-3%	-13%	9%	?	-7%	7%	-3.1	0.2%	i
O=C(NC1=CC(=O)c2ccccc2C1=O)c1ccccc1	7.9µM*	16µM*	-4%	10µM*	-15%	20%	-0.4	-2.3%	7.1µM*
COc1cccc2c(C)c(C(=O)O)[nH]c12	-17%	0%	21µM*	-21%	-7%	6%	-2.9	0.3%	i
CNC(=O)Nc1ccc(S(N)(=O)=O)cc1	3%	20%	-2%	-2%	0%	6%	0.7	-1.1%	i
O=C(Nc1ccc(F)cc1)Nc1cnccn1	4%	3%	-8%	10%	0%	0%	-0.6	-0.4%	i
CCc1nnc(NC(=O)c2ccc(OC)cc2)s1	36%	-3%	?	-13%	3%	7%	-0.5	1.7%	i
Cc1nc(SCC(C)C)[nH]c(=O)c1Cc1ccccc1	4%	12%	-6%	0%	5%	-3%	-0.3	-0.3%	i
O=C(Cc1ccc(F)cc1)Nc1cc(S(=O)(=O)N2CCOCC2)ccc1N1CCCCC1	.	-8%	.	3%	.	1%	-1.6	-1.1%	i
O=[N+]([O-])c1ccc(Cl)c(S(=O)(=O)/N=C(/c2ccccc2)N2CCOCC2)c1	1%	3%	4%	8%	0%	11%	-1.0	0.1%	i
CN(C(=O)c1ccccn1)C1(C(=O)NC2CCCCC2)CCCCC1	-2%	-5%	-3%	5%	-8%	6%	-0.3	-0.4%	i
O=C(O)CCCC(=O)N1N=C(c2c(-c3ccccc3)c3cc(Cl)ccc3[nH]c2=O)CC1c1cccs1 (stereo not drawn)	.	-7%	?	-26%	7%	5%	0.5	2.2%	i
CCCCNC(=O)c1nn2c(C(F)(F)F)cc(-c3ccc(OC)cc3)nc2c1Br	-4%	-18%	-16%	4%	8%	-11%	-0.2	-1.1%	i
CCC(=O)NNc1ncnc2c1cnn2-c1cccc(C)c1	3%	12%	0%	-15%	9%	5%	1.0	-0.5%	i
COc1cc(=O)[nH]c(SCC(=O)Nc2nc3c(s2)CCCC3)n1	-17%	7%	0%	?	-1%	2%	0.2	15%	i
O=S(=O)(c1ccccc1Cl)N1CCCC1c1nc(-c2cccc(Cl)c2)no1 (stereo not drawn)	-11%	-17%	?	-19%	-8%	14%	-0.9	1.8%	i
O=c1c2cn[nH]c2[nH]c(=S)n1-c1ccccc1Cl	-20%	-24%	-1%	0%	7%	9%	5.7	0.3%	i
CN(c1ccc(C(=O)NCc2ccncc2)cc1)S(=O)(=O)c1ccc(Cl)cc1	3%	0%	-11%	-9%	1%	-1%	-0.2	3.7%	i
O=C(NCCCCO)c1c(-c2ccccc2)oc2c1C(OCCCCCO)CCC2 (stereo not drawn)	8%	.	.	.	.	2%	0.7	0.2%	i
Cc1ccc(C(=O)Nc2ccc(-n3c(C)nc4ccccc4c3=O)cc2)cc1[N+](=O)[O-]	?	-23%	.	5%	14%	.	.	7.9%	?
COc1ccc(CC(=O)Nc2ccc(-c3cn4ccccc4n3)cc2)cc1	5%	-28%	-11%	2%	-13%	4%	-0.1	-1.2%	i
C[C@H](NC(=O)c1ccc(Br)cc1)C(=O)NCc1ccc(S(N)(=O)=O)cc1	14%	1%	-4%	5%	1%	2%	-0.5	2.6%	i
CCC1S/C(=N/N=C/c2cccs2)NC1=O (stereo not drawn)	1%	-25%	?	6%	-2%	-8%	-2.3	?	i
CCC(C(=O)OCC(=O)Nc1cccc(C(C)=O)c1)c1ccccc1 (stereo not drawn)	1%	11%	4%	23%	0%	8%	0.3	0.4%	i
O=C(CSc1nnc(NC(=O)c2c(F)cccc2F)s1)Nc1ccc(F)cc1	.	6%	10%	-12%	0%	2%	-0.5	3.1%	?
COC(=O)COc1ccc(S(=O)(=O)N2CCOCC2)cc1	2%	22%	-3%	-11%	-3%	1%	-2.4	0.4%	i
CCn1cc(C(=O)N[C@H](C(=O)NCCCN2CCOCC2)C(C)C)c(=O)c2cc3c(cc21)OCO3	3%	-59%	4%	3%	8%	24%	-0.1	-0.8%	i
CCNC(=O)C1(C)CCCN(Cc2cccc3ccccc23)C1 (stereo not drawn)	-6%	-10%	.	7%	.	5%	-0.4	-1.0%	i
CCOc1ccccc1NC(=O)CSc1nccn1-c1cccc(C)c1	-20%	-33%	.	-6%	9%	.	.	-1.3%	i
O=C(Cc1cn2ccsc2n1)OCc1ccccc1	186%[activator]	-5%	.	-11%	-4%	6%	0.3	-0.8%	i
CC(=O)Nc1ccc(Cl)cc1C1COC(=O)C1=N (stereo not drawn)	11%	20%	-8%	-3%	-4%	-3%	-0.7	0.2%	i
CC(C)c1nc(SCc2ccccn2)c2c(=O)n(C)c(=O)n(C)c2n1	2%	-16%	5%	-26%	-1%	4%	-2.8	-0.1%	i
O=C(O)CCNS(=O)(=O)c1ccc2c(c1)OCCCO2	.	-4%	-11%	-19%	10%	-8%	-0.7	-0.3%	i
CC(C)C1Oc2ccccc2N(CC(=O)N(C)C2CCCCC2)C1=O (stereo not drawn)	-4%	0%	-110%	7%	?	8%	-0.4	0.1%	i
COC(=O)c1cc2oc3ccccc3c2n1Cc1ccc(C)cc1	.	0%	-7%	.	-2%	.	.	3.3%	.
